# VEEV TC-83 Vero: inhibitors of VEEV TC-83 cytopathic effect, confirmation, Vero cells (AID 588727); Vero cells, VEEV TC-83 cytopathic effect inhibition; higher % means a stronger effect; one-dose inhibition, % at 20 µM; IC50 in µM for titrated hits; hit rate 0.13% among 350,000; in the data active = a potency from the dose series; inconclusive = inhibition mostly from about 14% at the one dose, without a potency; inactive = the rest, 99 in 100 with inhibition below about 12%; also: strong numbers were not always called active
# Salmonella PhoP GFP: PhoP regulon inhibitors, Salmonella typhi PhoP promoter GFP reporter, confirmatory (AID 1850); Salmonella Typhi PhoP-promoter GFP reporter, fluorescence, 4 h; higher % means a stronger effect; one-dose inhibition, % at 50 µM; IC50 in µM for titrated hits; hit rate 0.33% among 310,000; in the data active = a potency from the dose series; inconclusive = inhibition mostly from about 25% at the one dose, without a potency; inactive = the rest, 99 in 100 with inhibition below about 19%;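 also: 0% = induced wells with vehicle and 100% = uninduced wells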
# M. tuberculosis: growth inhibition of non-replicating M. tuberculosis (AID 488890); Mycobacterium tuberculosis non-replicating, growth inhibition; higher % means a stronger effect; inhibition, % at 25 µM; hits with a dose series show IC50 in µM; hit rate 0.39% among 320,000; in the data active = a potency from the dose series; inconclusive = inhibition mostly from about 82% at the one dose, without a potency; inactive = the rest, 99 in 100 with inhibition below about 76%;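 also: plate controls were DMSO cells for no effect and high antibiotic wells for full effect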
# H37Rv inhibition: M. tuberculosis growth inhibition, HTS (AID 449762); M. tuberculosis H37Rv growth inhibition, 7H9 media; higher % means a stronger effect; one-dose inhibition, % at 25 µM; IC50 in µM for titrated hits; hit rate 0.59% among 330,000; in the data active = a potency from the dose series; inconclusive = inhibition above about 70% without an active follow-up result;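 also: bacterial growth assessed after seven days of incubation; strong numbers were not always called active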
# influenza NS1A: H1N1 influenza NS1A inhibitors, functional cell based assay (AID 504329); NS1A functional cell-based assay, percent inhibition; higher % means a stronger effect; one-dose inhibition, % at 12.5 µM; IC50 in µM for titrated hits; hit rate 0.3% among 340,000; in the data active = a potency from the dose series; inconclusive = inhibition above about 27% without an active follow-up result; also: strong numbers were not always called active
# VEEV TC-83 Vero 10K pilot screen: also measured in VEEV TC-83 Vero; calls as there; inhibition, %; measured here: 10K pilot screen inhibition
# The depositor's hits bear a star; i = inactive; ? = inconclusive; / = no result given; & = joins results of further samples.
SMILES,VEEV TC-83 Vero,Salmonella PhoP GFP,M. tuberculosis,H37Rv inhibition,influenza NS1A,others
COc1cc(CCC(=O)OCC(=O)Nc2c(Cl)cccc2Cl)cc(OC)c1OC,0.7%,-10%,4%,11%,5%,
CC1CC(C)CN(c2ccc(C(=O)NCc3ccc4c(c3)OCO4)cc2[N+](=O)[O-])C1 (centres undefined),1.7%,-7%,31%,1%,6%,
Nc1nc(SCC(=O)Nc2ccc(F)cc2)[nH]c(=O)c1NC(=O)c1ccc(F)c(F)c1,3.0%,-1%,-5%,-16%,-15%,
COc1ccc(/C=C2\CCC(C3CCCC3)C2=O)cc1OC (centres undefined),0.8%,1%,3%,0%,-1%,
COc1ccc(N(CC(=O)NC2CCCCC2)C(=O)CCC(=O)Nc2nc(C)cs2)cc1,1.1%,0%,0%,2%,-1%,
NC(=O)COC(=O)c1ccc(S(=O)(=O)NCc2ccco2)cc1,i,-1%,-22%,-1%,8%,
COc1ccc(NC(=O)CN2c3cccc4cccc(c34)S2(=O)=O)c(OC)c1,2.5%,9%,28%,-10%,2%,
CCOC(=O)C1=CN2CCCC[C@@H]2CC1=O,7.8%,/,4%,1%,-8%,
O=S(=O)(c1cccc(C(F)(F)F)c1)N1CCN(S(=O)(=O)c2ccc3c(c2)OCCO3)CC1,i,/,-6%,5%,-17%,
CC1CCCCN1c1ccc(N)cc1C(N)=O (centres undefined),0.9%,3%,16%,9%,1%,
CCCOc1ccccc1C1SCC(=O)Nc2c1c(=O)[nH]n2C(C)CCC (centres undefined),0.8%,-9%,19%,4%,0%,
COc1ccc(-c2cc(C(F)(F)F)nc(S(=O)(=O)CCCC(=O)Nc3cc(C)on3)n2)cc1OC,?,/,/,/,2%,
COc1ccc(Cn2c(=O)[nH]c3cc(C(=O)N4CCN(Cc5ccccc5)CC4)ccc3c2=O)cc1,4.5%,3%,21%,?,2%,
Cc1ccc(NS(=O)(=O)c2ccc(NC(=O)c3ccc(Br)o3)cc2)c(C)c1,2.3%,-4%,16%,-7%,-2%,
Cc1c(NC(=O)CCc2ccccc2)cccc1[N+](=O)[O-],1.5%,2%,-7%,-9%,1%,
CCOc1ccc(NC(=O)CSc2nnc(-c3ccccc3Cl)n2Cc2ccco2)cc1,7.1%,-2%,30%,55%,1%,
Cc1nn(C)c(Sc2ccccn2)c1[N+](=O)[O-],0.1%,1%,-14%,-12%,/,
CC(NC(=S)Nc1ccc(Cl)cc1Cl)C(c1cccs1)N1CCCC1 (centres undefined),0.3%,-8%,40%,5%,4%,
CCOc1ccccc1/C=C\c1nc(O)c([N+](=O)[O-])c(=O)[nH]1,0.9%,-6%,10%,1%,-17%,
N#Cc1cccc(NC(=O)CN2CCN(Cc3ccccc3)CC2)c1,i,-5%,-11%,-3%,-2%,
CC(C)c1ccc(NC(=O)CCCN2C(=S)NC(C)(C)CC2C)cc1 (centres undefined),i,0%,7%,1%,-3%,
CCC(=O)NC(/C=C/c1ccccc1)c1cc([N+](=O)[O-])c2cccnc2c1O (centres undefined),/,0%,2%,-6%,/,
CC(Oc1ccc2c(-c3ccccc3)cc(=O)oc2c1)C(=O)NCCCn1ccnc1 (centres undefined),1.3%,-2%,-3%,-6%,-4%,
Cc1ccc(NS(=O)(=O)c2ccc(NC(=O)N3CCCCC3)cc2)cc1,1.1%,-5%,0%,-5%,-2%,
COc1ccc(-c2noc(CCC(=O)N3CCN(c4ccc(Cl)cc4)CC3)n2)cc1,i,/,/,/,-16%,
COCCC(=O)N1CCC(Oc2ccc(C(=O)NCc3cc(C)n(C)n3)cc2)CC1,1.3%,-3%,4%,1%,2%,
Cc1ccc(Nc2nc(N3CCOCC3)c3ccccc3n2)cc1,8.8%,-10%,60%,40%,6%,
CCCN(CCC)[C@@H]1CCc2cccc(O)c2C1,0.6%,1%,3%,5%,1%,
CCn1c(SCC(=O)Nc2cc(C)on2)nnc1-c1cccs1,0.8%,0%,5%,-7%,7%,
COCCN1C(=O)C(=O)/C(=C(/O)c2cccc(OC)c2)C1c1ccncc1 (centres undefined),i,26%,-6%,1%,26%,
COc1ccc(-c2nc(CS(=O)CC(=O)NC3CCCC(C)C3C)c(C)o2)cc1OC (centres undefined),3.2%,-1%,11%,1%,2%,
O=C(NNC(=S)Nc1ccccc1)c1cccc(S(=O)(=O)N2CCOCC2)c1,0.1%,-4%,-6%,-4%,9%,
O=C(Cc1ccc(Br)cc1)N1CCc2ccccc2C1,0.2%,9%,?,13%,-1%,
CCC(C)c1ccc(OCCN2CCCC2)cc1 (centres undefined),0.3%,8%,5%,-6%,4%,
Cc1ccc2c(c1)nnn2C1CCN(C(=O)Nc2ccccc2C)CC1,1.1%,-8%,-7%,-5%,4%,
NC(=O)c1ccccc1NC(=O)COC(=O)C1(c2ccccc2)CC1,4.1%,-6%,15%,2%,10%,

# By substructure: the compounds so far with a nitro group on carbon (five)
SMILES,VEEV TC-83 Vero,Salmonella PhoP GFP,M. tuberculosis,H37Rv inhibition,influenza NS1A,others
CC1CC(C)CN(c2ccc(C(=O)NCc3ccc4c(c3)OCO4)cc2[N+](=O)[O-])C1 (centres undefined),1.7%,-7%,31%,1%,6%,
Cc1c(NC(=O)CCc2ccccc2)cccc1[N+](=O)[O-],1.5%,2%,-7%,-9%,1%,
Cc1nn(C)c(Sc2ccccn2)c1[N+](=O)[O-],0.1%,1%,-14%,-12%,/,
CCOc1ccccc1/C=C\c1nc(O)c([N+](=O)[O-])c(=O)[nH]1,0.9%,-6%,10%,1%,-17%,
CCC(=O)NC(/C=C/c1ccccc1)c1cc([N+](=O)[O-])c2cccnc2c1O (centres undefined),/,0%,2%,-6%,/,

# Remaining list, next part.
SMILES,VEEV TC-83 Vero,Salmonella PhoP GFP,M. tuberculosis,H37Rv inhibition,influenza NS1A,others
CCOC(=O)c1c(C)[nH]c(C)c1C(=O)COC(=O)c1ccc(S(=O)(=O)C(F)F)cc1,i,/,37%,0%,-15%,
CC(C)[C@H](Nc1ccc(S(=O)(=O)N2CCOCC2)cc1[N+](=O)[O-])C(=O)OCC(N)=O,0.3%,-1%,-14%,15%,2%,
COc1ccc(/C=C/C(=O)OC(C)CN2CCOCC2)cc1 (centres undefined),i,-8%,-3%,-6%,-1%,
OCC[C@H]1C[C@@H](O)[C@H](O)[C@]2(Cc3ccccc3CO2)O1,0.0%,23%,0%,0%,-2%,VEEV TC-83 Vero 10K pilot screen=1.1
O=C(Cn1cnc2ccccc2c1=O)NCC(=O)N1CCN(c2ccccn2)CC1,i,9%,-9%,-7%,2%,
CC(C)C[C@@H]1NC(=O)[C@H](CO)NC(=O)c2cc([N+](=O)[O-])cc(I)c2OCC[C@@H](C(N)=O)NC1=O,7.4%,-3%,-6%,4%,10%,
COCCCn1c(=O)c2sccc2n2c(CCCC(=O)NCc3ccccc3OC)nnc12,1.4%,3%,-5%,-1%,2%,
CCCC(O)(c1ccc(OC)cc1)C(CN1CCOCC1)c1ccc(Cl)cc1 (centres undefined),3.9%,1%,18%,12%,20%,
O=c1[nH]c(C2CCN(S(=O)(=O)c3ccc(C(F)(F)F)cc3)CC2)nc2c1nnn2Cc1cccc(F)c1,1.8%,11%,36%,7%,12%,
CC1=C([N+](=O)[O-])C(c2ccccc2Cl)NC(=O)N1C (centres undefined),1.3%,5%,25%,13%,-25%,
COc1ccc(-c2csc(NC(=S)NC(=O)/C=C/c3ccco3)n2)cc1OC,6.8%,-8%,58%,0%,2%,
CCS(=O)(=O)NCCc1cc2cc(C)c(C)cc2[nH]c1=O,10%,/,/,/,6%,
C[C@]12CC[C@@H](O)CC1=CCC1C2CC[C@@]2(C)C1C[C@@H](F)[C@H]2O (some centres undefined),0.9%,/,/,/,-9%,
Cn1nnc(NC(=S)NC(=O)c2ccco2)n1,0.3%,-6%,?,-1%,3%,
CCC(C)NC(=O)CCNS(=O)(=O)c1ccc(Br)cc1 (centres undefined),0.9%,-1%,-1%,0%,-1%,
c1ccc(Cc2nnc3sc(Nc4ccccc4)nn23)cc1,4.1%,4%,-15%,-3%,27%,
O=C(CNc1cccc(C(F)(F)F)c1)Nc1cccc(S(=O)(=O)N2CCCC2)c1,2.1%,/,/,-2%,-6%,
c1ccc(C2OC3c4cccc5cccc(c45)C3N2c2ccccc2)cc1 (centres undefined),i,-4%,4%,-4%,0%,
NC(=O)C1CCCN(Cc2ccc(Cl)cc2)C1 (centres undefined),1.4%,-12%,14%,2%,-2%,
Cc1cccc(C)c1NS(=O)(=O)c1ccc(NC(=O)c2ccc(Cl)c([N+](=O)[O-])c2)cc1,7.2%,-5%,-6%,0%,-1%,
CC(=O)c1ccc(NC(=O)C2CCC(C)NC2=O)cc1 (centres undefined),2.7%,-2%,-23%,-4%,0%,
Cc1ccccc1N1CCN(C2CCCN(C(=O)c3cc(C(C)C)[nH]n3)C2)CC1 (centres undefined),3.8%,-10%,2%,-1%,-6%,
CN(C)S(=O)(=O)c1ccc(C(=O)Nc2ccccc2[N+](=O)[O-])cc1,4.2%,-5%,3%,5%,9%,
CN1CCC(N(C)S(=O)(=O)c2ccc(NC(=O)COc3cccc(Cl)c3)cc2)CC1,1.7%,8%,24%,-4%,-3%,

# Continued, starting with the last 2 of the part before.
SMILES,VEEV TC-83 Vero,Salmonella PhoP GFP,M. tuberculosis,H37Rv inhibition,influenza NS1A,others
CN(C)S(=O)(=O)c1ccc(C(=O)Nc2ccccc2[N+](=O)[O-])cc1,4.2%,-5%,3%,5%,9%,
CN1CCC(N(C)S(=O)(=O)c2ccc(NC(=O)COc3cccc(Cl)c3)cc2)CC1,1.7%,8%,24%,-4%,-3%,
COc1cccc(NC(=O)COC(=O)c2ccc(C)c(S(=O)(=O)N3CCCCC3)c2)c1,8.4%,/,25%,-7%,-3%,
CCCCn1c(N)c(N(CCOC)C(=O)CSc2n[nH]c(-c3ccc(C)cc3)n2)c(=O)[nH]c1=O,4.6%,9%,-6%,-5%,-9%,
CC(C)(C)C(=O)N1CCN(c2ccc(NC(=O)c3ccco3)cc2)CC1,0.4%,9%,-7%,3%,-13%,
Cc1ccccc1-n1c(Cn2c(=O)sc3ccccc32)nnc1SCC(=O)N1CCOCC1,0.6%,-14%,8%,-6%,-1%,
Cc1cccc(C)c1N/C=C/c1onc(C)c1[N+](=O)[O-],0.7%,2%,2%,-4%,2%,
O=C(Nc1ccc2c(c1)OCCO2)c1cccc(C(=O)Nc2ccc3c(c2)OCCO3)c1,0.3%,-7%,-1%,9%,0%,
COc1cc(C(=O)N2CCNCC2)cc(OC)c1OC,0.3%,-11%,-7%,1%,-26%,
O=C(Nc1ccc(NC(=O)c2ccccn2)cc1)C(=O)Nc1ccc2c(c1)OCCO2,i,-1%,-13%,2%,1%,
O=C1C2(CCCC13COC(c1ccc(O)cc1)OC3)COC(c1ccc(O)cc1)OC2 (centres undefined),/,-25%,-19%,6%,/,
CC(C)c1ccc2[nH]c3c(c2c1)CCCC3=O,5.8%,-3%,/,31%,4%,
N#C/C(=C(/O)CN1CCN(c2ccccc2F)CC1)c1nc(-c2ccccc2)cs1,i,-8%,13%,-2%,-3%,
COCC(=O)N(Cc1cc2ccc(C)c(C)c2n2nnnc12)C1CCCC1,1.3%,-9%,13%,1%,3%,
COCCC(=O)N1CCC(Oc2ccc(C(=O)NCc3ncc(C)[nH]3)cc2)CC1,2.5%,-3%,-14%,-10%,20%,
Cc1ncoc1C(=O)N1CCc2c([nH]c3ccccc23)C1c1ccccc1F (centres undefined),7.4%,1%,1%,0%,3%,
Cc1ccc(C(C(=O)NCC2CCCO2)N(C(=O)c2snc(C(N)=O)c2N)c2ccc3c(c2)OCCO3)cc1 (centres undefined),1.6%,-14%,8%,-4%,14%,
CC(=O)NCc1ccc(S(=O)(=O)N2CCN(c3ccccn3)CC2)cc1,1.8%,-24%,47%,-1%,12%,
CCOCCCNC(=O)/C(C#N)=C/c1cc(Br)c(O)c(Br)c1,0.9%,/,/,/,-7%,
O=C1Nc2ccccc2C1=Nc1ccc(-c2nnc3n2CCCCC3)cc1,2.8%&1.5%,-12%,-1%,-13%,-19%&-9%,
COc1ccc(CCNC(=S)N2CCN(S(=O)(=O)c3ccc(F)cc3)CC2)cc1,0.1%,6%,-18%,-3%,-17%,
Cc1ccc(/C=C/C(=O)OCC(=O)NCc2ccccc2)o1,2.5%,/,/,/,-6%,
CC(C)[C@]1(c2ccccc2)ON(c2ccccc2C(F)(F)F)C1=O,/,/,-2%,-4%,/,
CCOC(=O)c1c(C)oc2c1c1c(c3ccccc32)OCN(Cc2cccnc2)C1,5.4%,/,/,/,12%,
Cc1ccc(S(=O)(=O)N2CCCN(C(=O)c3cc4ccccc4[nH]3)CC2)cc1,1.0%,-6%,11%,-4%,9%,

# Hits appear at their usual frequency (roughly 1.6% active in at least one column).
